Screening data deposited in PubChem BioAssay by several laboratories.
MC4R antag cAMP – human MC4R antagonism in cAMP assay; P32245; MC4R-expressing cells, MTII-stimulated cAMP, LANCE TR-FRET; inhibition, % at 6.5 µM; 360,000 compounds, 0.48% hits;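 active = inhibition above its plate's cutoff, the mean of tested wells on that plate plus 3 SD, cut at about 29% in these data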;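 note: 0% = Melanotan II alone and 100% = Melanotan II plus saturating MCL0020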
Target sequence (P32245 whole entry, looked up): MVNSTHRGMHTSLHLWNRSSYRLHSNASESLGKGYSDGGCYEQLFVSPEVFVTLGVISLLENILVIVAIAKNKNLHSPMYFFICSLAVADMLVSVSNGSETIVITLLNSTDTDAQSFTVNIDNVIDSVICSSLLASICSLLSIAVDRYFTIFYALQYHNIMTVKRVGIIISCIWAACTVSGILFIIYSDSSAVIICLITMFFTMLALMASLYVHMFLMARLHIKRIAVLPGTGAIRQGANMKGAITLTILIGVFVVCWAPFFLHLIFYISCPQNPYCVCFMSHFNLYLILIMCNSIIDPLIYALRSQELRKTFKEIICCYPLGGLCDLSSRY
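material = U2OS cells stably expressing human melanocortin 4 receptor (MC4R) | also added = Melanotan II challenge | dosing = single nominal compound dose of 6.5 µM | detection = TR-FRET with Eu-cAMP and labeled anti-cAMP, 671 nm | replication = singlicate | timing = compound 30 min, challenge 1 h, detection 1 h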
Granule exo inh – blocks lytic granule exocytosis; TALL-104 LAMP-1 surface exposure, flow cytometry; cells stimulated with thapsigargin and PMA; inhibition, % at 10 µM; 360,000 compounds, 0.66% hits; AID 651702;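 active = inhibition above about 55%, limit read from the data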
hiPSC survival – enhancers of human iPSC single-cell survival; 360,000 compounds, 0.044% hits; survival enhancement, % at 20 µM; hiPSC single-cell survival, ATPlite luminescence; 100% = ROCK inhibitor wells, 0% = DMSO; AID 602274; in the data active = survival enhancement above about 18%;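 note: cells exposed to compounds for 16 hours before the ATP read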
aDG glyco up – alpha-DG glycosylation activation. activation, % at 10 µM. 360,000 compounds, 0.22% hits. Pro5-aDG cells, alpha-DG glycosylation AlphaScreen (IIH6); 0% Pro5, 100% B10-LARGE cell signal;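 active = activation of at least 8% versus controls, or a plate z-score of at least 8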;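 note: Pro5 are CHO cells carrying HIG-tagged alpha-DG that lacks glycosylation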
ABHD5-PLIN5 inh – blocks binding of human ABHD5 to perilipin-5; Q00G26+Q8WTS1; Split G. princeps luciferase complementation, luminescence, 4 h; inhibition, % at 4 µM; 360,000 compounds, 0.78% hits;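 active = inhibition above the mean inhibition across every tested compound plus 3 SD, cut at about 22% in these data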;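 note: 0% = DMSO only wells and the 100% control is not disclosed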
N-glyco inh – blocks N-linked glycosylation in D54 reporter cells. reporter increase, % at 12.5 µM. 360,000 compounds, 0.23% hits. D54 ERlucT glycosylation luciferase reporter, 24 h; percent of 100 nM tunicamycin response;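 active = mean luciferase reporter signal, scaled so untreated is 0 and the glycosylation-blocking control 100, at or above a set limit in every replicate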;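 note: luciferase carries N-glycosylation sites so blocking glycosylation raises the light; 0% = median of neutral control wells and 100% = median of 100 nM tunicamycin wells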
HTR2A ag – agonists of mouse serotonin 5-HT2A receptor (HTR2A); P35363; CHO-K1 mHTR2A beta-arrestin complementation, luminescence; percent of 30 µM serotonin response; activation, % at 7.6 µM; 360,000 compounds, 0.66% hits; AID 624169;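 active = activation above a run cutoff, the mean activation of all tested compounds plus 3 SD, cut at about 14% in these data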;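 note: 0% = plate median of compound wells and 100% = 30 µM serotonin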
Target sequence (P35363 whole entry, looked up): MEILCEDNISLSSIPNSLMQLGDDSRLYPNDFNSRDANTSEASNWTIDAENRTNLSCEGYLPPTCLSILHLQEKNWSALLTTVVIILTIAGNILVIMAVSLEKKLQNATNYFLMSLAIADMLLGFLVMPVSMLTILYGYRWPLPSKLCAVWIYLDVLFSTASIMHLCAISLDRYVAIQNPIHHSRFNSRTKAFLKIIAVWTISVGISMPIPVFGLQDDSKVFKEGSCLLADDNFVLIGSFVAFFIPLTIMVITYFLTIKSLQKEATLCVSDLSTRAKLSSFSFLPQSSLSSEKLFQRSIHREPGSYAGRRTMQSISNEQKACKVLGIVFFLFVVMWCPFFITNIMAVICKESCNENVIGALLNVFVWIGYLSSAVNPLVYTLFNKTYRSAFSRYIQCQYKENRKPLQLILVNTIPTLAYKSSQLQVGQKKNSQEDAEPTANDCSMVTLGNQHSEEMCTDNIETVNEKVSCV
MC4R ag barr – human MC4R agonism via beta-arrestin; P32245; U2OS MC4R beta-arrestin complementation, luminescence; percent of melanotan II response, DMSO zero; AID 540308; activation, % at 8.9 µM; 360,000 compounds, 0.98% hits;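 active = activation above a per-plate cutoff, the mean activation of sample wells on that plate plus 3 SD, cut at about 8% in these data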
ABCB6 inh MLPCN – blocks the human ABCB6 transporter. Q9NP58. AID 602162. 360,000 compounds, 0.19% hits. fluorescence ratio to DMSO, % at 10 µM. K562-ABCB6 porphyrin accumulation, flow cytometry, 1 h; active compounds read low;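 active = fluorescence ratio to DMSO below 75%, the collection mean minus 3 SD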;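 note: signal is porphyrin accumulated inside mitochondria; 100% equals median channel fluorescence of DMSO control wells; lower ratio means ABCB6 inhibition with less porphyrin fluorescence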
Cardio protect – modulators protecting cardiomyocytes from myocardial damage | H9c2 cardiomyocytes, H2O2 injury protection, ATPLite, 2 h | protection from H2O2 cell death, % at 20 µM | 360,000 compounds, 0.63% hits | AID 588492;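 active = compounds giving at least 50% protection of heart cells from peroxide-induced death in the single-dose screen, raw or plate-pattern-corrected value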;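 note: 0% = DMSO wells with peroxide and 100% = DMSO wells without peroxide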
Numbers without * were called inactive; · = no result given.

SMILES	hiPSC survival	ABCB6 inh MLPCN	ABHD5-PLIN5 inh	HTR2A ag	Granule exo inh	aDG glyco up	Cardio protect	MC4R ag barr	N-glyco inh	MC4R antag cAMP
CC1(C)CCCN(Cc2c(O)ccc3c(=O)c(-c4nc5ccccc5s4)c(N)oc23)C1	-0.1	99	-1	-4	5	-0.2	9	0.0	-6	13
CC(C)(C)c1ccc(C(=O)COC(=O)CN2C(=O)NC3(CCCC3)C2=O)cc1	-0.4	104	-1	1	-3	-0.2	2	-1.1	0	8
CC(C)N=c1cc2n(-c3ccc(Cl)cc3)c3ccccc3nc-2cc1Nc1ccc(Cl)cc1	-5.2	118	11	-12	9	-0.7	-44	-2.2	-12	5
COc1ccc(N2CCN(CCCn3ccc(NC(=O)OCc4ccccc4)nc3=O)CC2)cc1	-1.6	98	11	-7	2	0.0	-8	0.1	-2	3
CC(=O)OC(C(=O)NC1CCCCC1)c1ccncc1 (stereo not drawn)	2.2	96	-5	-6	-1	0.0	-7	-2.6	2	13
COc1ccc(NC(=O)C2(C)Cc3c(-c4ccc(NC(C)=O)cc4)ccnc3O2)cc1OC (stereo not drawn)	2.6	79	8	-1	8	-0.2	4	0.3	-3	9
COc1ccccc1-c1noc(CCCC(=O)NC2CCCCC2)n1	-0.7	103	2	-8	-2	0.0	0	1.5	-3	6
CC(C(=O)Nc1cccnc1)n1cc([N+](=O)[O-])cn1 (stereo not drawn)	2.0	98	6	9	-1	0.0	17	1.1	2	4
Cc1ccccc1NC(=O)CSC(=O)c1ccccc1	-0.5	97	-15	2	-1	0.0	-2	-1.1	6	-2
CCn1c(SCC(=O)Nc2cccc(NC(C)=O)c2)nc2c([nH]c3ccccc32)c1=O	-0.5	84	0	5	-16	-0.2	-8	1.5	11	5
Cc1ccc(-c2[nH]c(=S)[nH]c(=O)c2C#N)cc1	-0.4	91	12	3	-3	0.1	0	1.9	0	-4
O=C(CCC1CCN(Cc2nccs2)CC1)Nc1ccccc1	-1.4	101	-4	1	9	0.2	2	-2.1	-1	3
CNC(=O)c1snnc1-c1ccccc1	7.2	98	-1	-4	2	0.3	5	-3.2	0	4
COc1ccccc1CNC(=O)C(NS(=O)(=O)c1ccc2c(c1)OCCO2)C(C)C (stereo not drawn)	0.4	103	-4	-1	5	-0.1	-1	-1.8	1	13
CN(C)C(=O)CN1c2cccc3cccc(c23)S1(=O)=O	0.0	98	7	4	1	-0.1	15	0.4	0	-2

Not a retest: an excerpt of the list.
SMILES	hiPSC survival	ABCB6 inh MLPCN	ABHD5-PLIN5 inh	HTR2A ag	Granule exo inh	aDG glyco up	Cardio protect	MC4R ag barr	N-glyco inh	MC4R antag cAMP
CC1(C)CCCN(Cc2c(O)ccc3c(=O)c(-c4nc5ccccc5s4)c(N)oc23)C1	-0.1	99	-1	-4	5	-0.2	9	0.0	-6	13
CC(C)(C)c1ccc(C(=O)COC(=O)CN2C(=O)NC3(CCCC3)C2=O)cc1	-0.4	104	-1	1	-3	-0.2	2	-1.1	0	8

(cont.)
SMILES	hiPSC survival	ABCB6 inh MLPCN	ABHD5-PLIN5 inh	HTR2A ag	Granule exo inh	aDG glyco up	Cardio protect	MC4R ag barr	N-glyco inh	MC4R antag cAMP
Cc1cccc2cc(CN(CC3CCCO3)C(=O)c3ccncc3)c(=O)[nH]c12 (stereo not drawn)	-2.4	99	2	2	-1	0.1	3	-1.5	2	-5
CCOc1ccccc1NC(=S)N(CCOC)C1CCN(C(C)=O)CC1	-0.5	95	-3	-2	2	-0.2	7	-0.7	4	6
CCOc1ccc2[nH]c(C)c(CN3CCN(CC)CC3)c(=O)c2c1	-3.2	93	4	4	-4	0.2	-6	-1.3	2	13
CN1C2=CC=CC=CC2=[N+](C)C12C([N+](=O)[O-])=CC(=[N+]([O-])[O-])C=C2[N+](=O)[O-] (stereo not drawn)	-0.4	92	2	-4	11	0.0	-2	-0.7	29*	-12
Cc1c(C(=O)N2CCN(S(=O)(=O)c3ccccc3)CC2)oc2ccc(Br)cc12	-1.4	96	7	3	8	0.3	-6	-0.5	-5	5
c1coc(-c2nc(-c3ccncc3)no2)c1	-2.4	104	5	1	-1	-0.3	-3	-1.6	-1	-1
CCOc1ccc(NC(=O)CCC(=O)N/N=C(\C)c2cccs2)cc1	-0.6	98	-3	1	-2	0.0	-3	2.4	6	-1
CC1CCCCN1S(=O)(=O)c1cccc2nonc12 (stereo not drawn)	-0.1	103	-4	6	2	0.3	-4	-2.4	2	5
Nc1n[nH]c(N)c1N=Nc1ccc2c(c1)OCO2	-1.0	89	-1	-2	-1	-0.5	-9	-3.5	-5	-13
COc1cc(CNn2c(C)n[nH]c2=S)cc(Cl)c1OCC(=O)NC(C)(C)C	-0.9	98	0	-1	-4	0.1	-3	-1.3	-2	28
CCOC(=O)CNS(=O)(=O)c1cc(-c2nnc(Nc3ccc4c(c3)OCO4)c3ccccc23)ccc1C	1.0	99	-6	17*	36	-0.1	26	-1.5	2	16
CCOc1ccc2c(c1)sc1nc(C(=O)OC)cc(=O)n12	0.6	97	0	3	1	-0.1	7	-2.5	1	3
Cc1cc(C(=O)Nc2nc3c(s2)CCCC3)cs1	-2.7	94	4	7	-3	-0.4	-17	0.3	-17	1
CCN(CC)Cc1c(C(=O)N2CCc3ccccc3C2)nc2ccc(Cl)cn12	-1.8	92	-2	0	1	-0.1	2	-1.0	2	28
COc1ccc(C(=O)C[C@@H]2OC[C@H](Cc3ccccc3)N2S(=O)(=O)c2ccc(C)cc2)cc1OC	·	·	-1	-3	22	0.0	·	·	·	·

Profiles from above. Order of values: hiPSC survival	ABCB6 inh MLPCN	ABHD5-PLIN5 inh	HTR2A ag	Granule exo inh	aDG glyco up	Cardio protect	MC4R ag barr	N-glyco inh	MC4R antag cAMP
Profile of CCn1c(SCC(=O)Nc2cccc(NC(C)=O)c2)nc2c([nH]c3ccccc32)c1=O : -0.5	84	0	5	-16	-0.2	-8	1.5	11	5
Profile of Cc1cc(C(=O)Nc2nc3c(s2)CCCC3)cs1 : -2.7	94	4	7	-3	-0.4	-17	0.3	-17	1
Profile of COc1cc(CNn2c(C)n[nH]c2=S)cc(Cl)c1OCC(=O)NC(C)(C)C : -0.9	98	0	-1	-4	0.1	-3	-1.3	-2	28

Continuation:
SMILES	hiPSC survival	ABCB6 inh MLPCN	ABHD5-PLIN5 inh	HTR2A ag	Granule exo inh	aDG glyco up	Cardio protect	MC4R ag barr	N-glyco inh	MC4R antag cAMP
O=C(CN(c1ccc2c(c1)OCCO2)S(=O)(=O)c1ccccc1)NCc1ccco1	1.0	99	1	-2	0	-0.2	13	1.6	-3	4
CC(=O)Oc1ccc2oc(C)c(C(=O)N3CCOCC3)c2c1	13	97	-1	0	-1	-0.1	4	-3.6	-2	7
Cc1ccc(C(=O)c2cn[nH]c2-c2cc(Cl)ccc2O)cc1	-1.5	99	-3	1	-3	0.1	-6	5.9	-2	-7
CCCCC[C@@H]1C=C(C(=O)O)[C@H](c2ccc(C)cc2)N1S(=O)(=O)c1ccc(C)cc1	-1.4	98	3	10	-11	-0.1	1	2.0	3	-5
Cc1ccc(C(=O)CNc2ccccc2)cc1	-0.2	91	-1	-1	51	-0.1	-4	-1.1	-1	6
CC1(C(=O)OCC(=O)c2c[nH]c3ccccc23)CC1(Cl)Cl (stereo not drawn)	-1.6	99	-10	0	2	0.1	-10	1.6	-2	3
COc1ccc(-c2noc(CCC(=O)N3CCN(c4ccc(F)cc4)CC3)n2)cc1	-0.4	96	6	7	1	0.0	-6	0.1	0	-3
Cc1c(CC(=O)N[C@@H](CCCNC(N)=O)C(=O)O)c(=O)oc2cc3oc4c(c3cc12)CCCC4	-0.6	97	5	9	-1	0.1	1	-0.1	-2	-3
O=C(c1ccccn1)N1N=C2/C(=C/c3ccc(F)cc3)CCCC2C1c1ccc(F)cc1 (stereo not drawn)	0.6	98	-1	0	-1	0.3	-5	0.9	-5	10
N#CC1=C2SCC(O)(c3ccccc3)N2C(=O)CC1c1ccccc1 (stereo not drawn)	-1.2	95	-2	-5	9	-0.2	-21	-3.1	19	-18
CCOc1ccccc1NC(=O)C(OC(=O)c1cnc(C)cn1)c1ccccc1 (stereo not drawn)	1.1	95	2	1	-4	-0.1	8	-2.1	-1	2
COc1ccccc1N1CCN(c2cc(=O)n(-c3ccccc3Cl)c(=O)[nH]2)CC1	0.0	97	1	3	-1	0.2	-4	-1.3	1	3
Cc1c([N+](=O)[O-])c(N)nn1C	-0.1	101	4	-1	9	-0.1	3	0.3	-1	-2
C(=N\c1nc2ccccc2n1CCN1CCCCC1)/c1ccc2c(c1)OCO2	0.6	92	5	-3	-2	7.8*	6	0.8	-1	5
CC(=O)Nc1ccc(-c2ccnc3c2CC(C(=O)NCc2ccco2)O3)cc1 (stereo not drawn)	-1.9	101	1	3	3	-0.1	5	-3.1	9	-13
CCOc1ccccc1NC(=S)NC(=O)C1CCCCC1	-0.3	91	-11	-9	-2	0.1	-5	0.4	-1	1
Cc1cc(C(=O)N/N=C/C=C/c2ccc3c(c2)OCO3)n[nH]1	0.3	94	-3	1	-4	0.0	4	-0.5	1	-21
COc1cc(NC(=O)c2ccco2)c(OC)cc1NC(=O)c1cc(OC)c(OC)c(OC)c1	-0.4	86	-4	5	1	-0.1	74*	-2.3	3	-1
Cc1cc(C)c(OCC(=O)OCCNC(=O)c2cccnc2)c(C)c1	0.4	99	-4	3	-3	-0.3	7	-2.3	5	-4
C=CCN1C(=O)C(CC(=O)Nc2ccc(OC)cc2)N(Cc2ccco2)C1=S (stereo not drawn)	1.3	89	14	3	-1	0.1	14	-1.6	3	3
